Source: PubChem
H9c2 protect: modulators protecting cardiomyocytes from myocardial damage | AID 588492 | H9c2 cardiomyocytes, H2O2 injury protection, ATPLite, 2 h | 0.63% of 360,000 active | protection from H2O2 cell death, % at 20 µM;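 active = compounds giving at least 50% protection of heart cells from peroxide-induced death in the single-dose screen, raw or plate-pattern-corrected value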;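 note: 0% = DMSO wells with peroxide and 100% = DMSO wells without peroxide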
MC4R ag barr: activates human MC4R beta-arrestin recruitment | P32245 | U2OS MC4R beta-arrestin complementation, luminescence; percent of melanotan II response, DMSO zero | activation, % at 8.9 µM | 0.98% of 360,000 active;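 active = activation above a per-plate cutoff, the mean activation of sample wells on that plate plus 3 SD, cut at about 8% in these data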
MC4R antagonist: antagonists of human melanocortin 4 receptor (MC4R); P32245; MC4R-expressing cells, MTII-stimulated cAMP, LANCE TR-FRET; inhibition, % at 6.5 µM; 0.48% of 360,000 active;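 active = inhibition above its plate's cutoff, the mean of tested wells on that plate plus 3 SD, cut at about 29% in these data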;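 note: 0% = Melanotan II alone and 100% = Melanotan II plus saturating MCL0020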
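system = U2OS cells with stable human MC4R expression | also added = Melanotan II challenge after compound preincubation | dosing = one concentration, 6.5 µM nominal | incubation = compound 30 min, challenge 1 h, detection 1 h | measured by = TR-FRET with Eu-cAMP and labeled anti-cAMP, 671 nm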
aDG glyco up: alpha-DG glycosylation activation; 0.22% of 360,000 active; activation, % at 10 µM; Pro5-aDG cells, alpha-DG glycosylation AlphaScreen (IIH6); 0% Pro5, 100% B10-LARGE cell signal;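 active = activation of at least 8% versus controls, or a plate z-score of at least 8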;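 note: Pro5 are CHO cells carrying HIG-tagged alpha-DG that lacks glycosylation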
iPSC survival up: hiPSC single-cell survival enhancement; 0.044% of 360,000 active; ATPlite luminescence; 100% = ROCK inhibitor wells, 0% = DMSO; survival enhancement, % at 20 µM; AID 602274; in the data active = survival enhancement above about 18%;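 note: cells exposed to compounds for 16 hours before the ATP read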
ABHD5 PLIN5 PPI: blocks binding of human ABHD5 to perilipin-5 | Split G. princeps luciferase complementation, luminescence, 4 h | inhibition, % at 4 µM | 0.78% of 360,000 active | AID 602281;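 active = inhibition above the mean inhibition across every tested compound plus 3 SD, cut at about 22% in these data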;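 note: 0% = DMSO only wells and the 100% control is not disclosed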
ABCB6 inh MLPCN: blocks the human ABCB6 transporter. Q9NP58. K562-ABCB6 porphyrin accumulation, flow cytometry, 1 h; stronger effect = lower value. fluorescence ratio to DMSO, % at 10 µM. 0.19% of 360,000 active. AID 602162;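 active = fluorescence ratio to DMSO below 75%, the collection mean minus 3 SD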;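 note: signal is porphyrin accumulated inside mitochondria; 100% equals median channel fluorescence of DMSO control wells; lower ratio means ABCB6 inhibition with less porphyrin fluorescence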
Target sequence (Q9NP58 whole entry, looked up): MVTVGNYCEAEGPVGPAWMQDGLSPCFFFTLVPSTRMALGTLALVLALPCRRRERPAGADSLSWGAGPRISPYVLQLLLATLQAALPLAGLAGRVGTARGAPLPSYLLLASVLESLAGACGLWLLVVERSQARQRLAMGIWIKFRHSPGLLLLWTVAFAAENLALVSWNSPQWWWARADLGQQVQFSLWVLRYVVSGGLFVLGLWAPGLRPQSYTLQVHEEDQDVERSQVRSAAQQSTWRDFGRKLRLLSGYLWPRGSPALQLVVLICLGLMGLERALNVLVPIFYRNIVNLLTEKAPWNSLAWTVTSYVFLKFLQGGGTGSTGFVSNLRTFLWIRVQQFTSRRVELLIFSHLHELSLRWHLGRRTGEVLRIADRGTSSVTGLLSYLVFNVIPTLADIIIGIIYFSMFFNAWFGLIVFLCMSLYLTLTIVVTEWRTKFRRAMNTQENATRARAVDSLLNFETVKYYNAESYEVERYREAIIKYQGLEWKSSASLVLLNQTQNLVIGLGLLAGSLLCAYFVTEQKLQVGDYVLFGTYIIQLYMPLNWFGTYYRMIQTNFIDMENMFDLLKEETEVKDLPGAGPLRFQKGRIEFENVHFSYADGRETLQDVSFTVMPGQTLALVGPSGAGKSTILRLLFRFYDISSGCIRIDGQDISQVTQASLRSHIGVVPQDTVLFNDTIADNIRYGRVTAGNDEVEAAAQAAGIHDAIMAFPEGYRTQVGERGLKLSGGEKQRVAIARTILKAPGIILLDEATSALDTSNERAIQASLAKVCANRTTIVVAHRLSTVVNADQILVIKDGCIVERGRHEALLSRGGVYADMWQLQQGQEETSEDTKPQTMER
Granule exo inh: lytic granule exocytosis inhibition; TALL-104 LAMP-1 surface exposure, flow cytometry; cells stimulated with thapsigargin and PMA; inhibition, % at 10 µM; 0.66% of 360,000 active; AID 651702;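 active = inhibition above about 55%, limit read from the data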
HTR2A ag: activates the mouse 5-HT2A serotonin receptor; CHO-K1 mHTR2A beta-arrestin complementation, luminescence; percent of 30 µM serotonin response; activation, % at 7.6 µM; AID 624169; P35363; 0.66% of 360,000 active;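 active = activation above a run cutoff, the mean activation of all tested compounds plus 3 SD, cut at about 14% in these data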;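 note: 0% = plate median of compound wells and 100% = 30 µM serotonin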
N-glyco inh: blocks N-linked glycosylation in D54 reporter cells; AID 588692; reporter increase, % at 12.5 µM; D54 ERlucT glycosylation luciferase reporter, 24 h; percent of 100 nM tunicamycin response; 0.23% of 360,000 active;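 active = mean luciferase reporter signal, scaled so untreated is 0 and the glycosylation-blocking control 100, at or above a set limit in every replicate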;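 note: luciferase carries N-glycosylation sites so blocking glycosylation raises the light; 0% = median of neutral control wells and 100% = median of 100 nM tunicamycin wells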
* = called active by the depositor; x = no result given.

cpd	smiles	iPSC survival up	Granule exo inh	MC4R antagonist	MC4R ag barr	HTR2A ag	N-glyco inh	ABHD5 PLIN5 PPI	H9c2 protect	ABCB6 inh MLPCN	aDG glyco up
1	C=CCC[C@@H](Cc1ccc(F)cc1)C(=O)OCCNC(=O)[C@@H](CC=C)CC(=O)N[C@@H](CO)Cc1ccccc1	1.4	-2	10	2.1	-6	-1	-8	-4	103	0.4
2	O=C(NC1CCCCC1)c1ccccc1NC(=O)C1CC(=O)N(c2ccccc2)C1 (stereo not drawn)	-1.3	-9	8	-1.3	-2	0	5	-2	94	0.2
3	CS(=O)(=O)Nc1ccc(C(=O)NCCSc2ccc(Cl)cc2)cc1	-0.4	3	7	-0.7	-7	6	0	4	111	0.1
4	CC(C)CC(CCc1ccccc1)OS(N)(=O)=O (stereo not drawn)	-1.4	-6	5	2.1	3	3	-5	-8	102	-0.1
5	Cc1ccc(N(C(=O)CS(=O)CC(=O)Nc2ccc(F)cc2)C(C)C(=O)NC(C)(C)C)cc1 (stereo not drawn)	-0.7	8	1	1.1	6	1	1	1	97	0.0
6	Cn1c(Cn2c(=O)sc3ccccc32)nnc1SCc1cccnc1	3.4	-1	7	-0.8	4	2	-2	8	100	0.0
7	Nc1cc(=O)[nH]c(SCCSc2ccccc2F)n1	-0.6	10	2	0.5	2	2	2	-3	99	0.0
8	CC1CN(C(=O)c2cc3ccccc3oc2=O)CC(C)O1 (stereo not drawn)	1.0	2	15	-0.5	7	2	-9	-2	98	-0.1
9	Cc1cccc(C(=O)OCC(=O)NCCCc2ccccc2)c1	-0.1	1	-4	-1.4	-3	-1	-2	0	97	-0.2
10	COc1ccc(C(=O)Nc2ccc(C(=O)Nc3cccc(C)c3)cc2)cc1	-0.2	-2	1	-4.1	-5	-10	1	1	97	0.6
11	COc1cccc(NC(=O)Cn2c3ccccc3c3nc4n(c(=O)c32)CCCS4)c1	-0.4	-3	1	-2.4	5	4	3	0	97	0.3
12	CN(CC(=O)Nc1cccc(F)c1)C(=O)c1cccc(S(=O)(=O)N2CC3(C)CC2CC(C)(C)C3)c1 (stereo not drawn)	-0.6	17	6	-1.9	-6	-4	-12	-2	97	0.3
13	COc1ccc(/C=C/C(=O)O/N=C(\N)c2cccnc2)cc1OC	-0.5	2	-6	0.8	-3	2	-4	3	91	0.0
14	COc1ccc2cc(CCNC(=O)c3cccc([N+](=O)[O-])c3)c(=O)[nH]c2c1	-0.9	3	-1	-0.1	6	0	-2	13	97	0.5
15	Cc1ccc2c(Cl)cc(Cl)c(OCC(=O)N3CCCC3)c2n1	0.0	7	-2	-0.9	-1	2	-1	8	96	-0.1
16	CCC(C)N(C(=O)COC(=O)CCc1c[nH]c2ccccc12)C1CCS(=O)(=O)C1 (stereo not drawn)	1.4	-1	3	-0.4	1	0	-2	-8	102	-0.1
17	Cc1cc(N=Nc2ccccc2)cc(C)c1NC(=O)C(F)(F)F	-1.7	-8	13	-1.4	-2	1	2	-13	89	0.1
18	CCOC(=O)CSc1nnc(-c2ccc([N+](=O)[O-])cc2)o1	2.4	-6	24	0.5	2	0	-4	3	103	0.2
19	Cc1ccc(NC(=S)N2CCC(N(C)CC3CCCO3)CC2)c(C)c1 (stereo not drawn)	-1.7	1	-2	-1.6	8	0	-1	0	93	-0.4
20	NC(=O)CC(NC(=O)c1ccc(Br)cc1)c1ccc(NC2CCCCC2)c([N+](=O)[O-])c1 (stereo not drawn)	1.4	-9	4	-0.9	-3	24	-3	3	100	-0.2
21	O=C(CCN1C(=O)c2ccccc2C1=O)Nn1cnnc1	0.7	2	20	2.4	0	2	4	13	95	0.3
22	CC(=O)c1c(C)[nH]c(C(=O)OC(C)C(=O)Nc2cc(S(=O)(=O)N3CCCCC3)ccc2Cl)c1C (stereo not drawn)	-0.2	-3	7	-2.0	3	-1	6	-2	93	0.6
23	CCc1nnc2n1N=C(c1ccc(Cl)cc1)CS2	1.7	-7	6	-0.9	6	0	2	2	97	0.1
24	CN(C)S(=O)(=O)N1CCC(Oc2ccc(C(=O)NCCc3cscn3)cc2)CC1	0.2	-1	4	-0.7	-1	-1	-3	5	100	0.6

Of the compounds above, these contain fluorine:
cpd	smiles	iPSC survival up	Granule exo inh	MC4R antagonist	MC4R ag barr	HTR2A ag	N-glyco inh	ABHD5 PLIN5 PPI	H9c2 protect	ABCB6 inh MLPCN	aDG glyco up
1	C=CCC[C@@H](Cc1ccc(F)cc1)C(=O)OCCNC(=O)[C@@H](CC=C)CC(=O)N[C@@H](CO)Cc1ccccc1	1.4	-2	10	2.1	-6	-1	-8	-4	103	0.4
5	Cc1ccc(N(C(=O)CS(=O)CC(=O)Nc2ccc(F)cc2)C(C)C(=O)NC(C)(C)C)cc1 (stereo not drawn)	-0.7	8	1	1.1	6	1	1	1	97	0.0
7	Nc1cc(=O)[nH]c(SCCSc2ccccc2F)n1	-0.6	10	2	0.5	2	2	2	-3	99	0.0
12	CN(CC(=O)Nc1cccc(F)c1)C(=O)c1cccc(S(=O)(=O)N2CC3(C)CC2CC(C)(C)C3)c1 (stereo not drawn)	-0.6	17	6	-1.9	-6	-4	-12	-2	97	0.3
17	Cc1cc(N=Nc2ccccc2)cc(C)c1NC(=O)C(F)(F)F	-1.7	-8	13	-1.4	-2	1	2	-13	89	0.1

Results in sequence from the list.
Compounds 18–21 in ABCB6 inh MLPCN read 103, 93, 100, 95

Going on with the list.
cpd	smiles	iPSC survival up	Granule exo inh	MC4R antagonist	MC4R ag barr	HTR2A ag	N-glyco inh	ABHD5 PLIN5 PPI	H9c2 protect	ABCB6 inh MLPCN	aDG glyco up
25	COc1ccc(C(=O)C2CCCN(C(=O)C3=CCCC3)C2)cc1OC (stereo not drawn)	1.2	0	25	-2.2	-1	-1	-1	-6	98	-0.2
26	COc1ccc(OC)c(C(=O)c2coc3ccc(OC)cc23)c1	0.3	0	-3	0.7	-2	-1	-5	2	95	0.0
27	CC(=O)N/C(=C/c1ccc(OS(=O)(=O)c2ccc(C)cc2)cc1)C(=O)NCCCO	-0.4	-6	4	-0.5	0	1	6	-7	97	0.0
28	COc1ccc(C(=O)/C=C/Nc2ccc(S(=O)(=O)Nc3onc(C)c3C)cc2)cc1	-0.7	-2	4	0.7	1	0	-5	-1	104	0.0
29	O=C(NCC1CCN(Cc2cccc(Cl)c2)CC1)Nc1ccc(Cl)cc1	-0.7	46	10	4.8	-8	-6	12	-14	96	2.4
30	C[C@]1(CC/C(=C/CO)CO)[C@H](CO)CC[C@@]23COC(=O)C2=CCC[C@@H]31	1.9	-2	3	-1.9	0	-4	4	-2	98	0.1
31	O=C(Nc1cccc(-c2cccc(Cl)c2)c1)C1CCN(Cc2ccccn2)CC1	-0.7	10	12	-0.2	-11	1	5	6	112	0.7
32	COCCNC(=S)Nc1cc(OC)c(OC)cc1C#N	-0.4	-2	8	-1.9	0	3	-2	3	97	-0.1
33	C[C@@H]1CN([C@@H](C)CO)C(=O)c2c(c3ccccc3n2C)-c2ccccc2CO[C@H]1CN(C)C(=O)[C@H](C)c1ccccc1	-1.1	5	22	2.2	4	-5	-5	3	100	0.5
34	Cc1nc([N+](=O)[O-])cn1-c1ccc(N)cc1	-0.3	-1	1	-1.5	3	1	-4	-1	98	-0.1
35	CC(=O)c1ccc(N2CCN(C(=O)c3cc4c(C)nc5ccccc5c4o3)CC2)cc1	0.0	-2	6	-1.3	1	1	2	6	93	0.1
36	Cc1ccccc1-c1nc(-c2ccccn2)no1	-2.3	1	-3	-0.8	1	-21	4	-30	97	0.1
37	COc1ccc(S(=O)(=O)Nc2ccc3c(c2)C(=O)N([C@H](C)CO)C[C@H](C)[C@@H](CN(C)S(=O)(=O)c2cn(C)cn2)OCCCC[C@H](C)O3)cc1	5.2	-5	5	1.0	4	1	-2	6	100	-0.2
38	Cc1cc(C)cc(C(=O)N(NC(=O)Nc2ccc(Cl)cc2)C(C)(C)C)c1	-1.5	-1	13	-1.3	-2	-5	2	-35	118	1.4
39	COc1cccc2c1Oc1ncccc1N(C(=O)CCC(=O)NCc1cccc(C)c1)C2	-0.5	6	-2	-1.4	-2	3	-11	-2	97	-0.1
40	C[C@H]1CN([C@@H](C)CO)C(=O)CCCn2nncc2CO[C@H]1CN(C)C(=O)Nc1cccc(Oc2ccccn2)c1	0.5	7	1	-0.7	1	4	-6	0	101	-0.1
41	COC(=O)[C@@]12C[C@@H](CC(=O)N3CCOCC3)C(=O)N(Cc3ccc4c(c3)OCO4)C1=CCC(C)(C)C2	x	-2	x	x	-2	x	-1	x	x	0.1
42	CCOc1ccc(NS(=O)(=O)c2cc(C(=O)NCCCN3CCOCC3)ccc2C)cc1	-0.4	-4	7	2.5	-12	0	21	-8	98	0.0
43	Cc1cc2cc(CNC(=O)Nc3cccc(Cl)c3)ccc2n1C	-0.9	-2	7	-1.4	2	-5	9	10	112	-0.2
44	Cc1ccc(S(=O)(=O)N2CCCN(C(=O)CNC(=O)c3ccccc3)CC2)cc1	0.1	5	-1	-1.6	13	0	5	4	99	-0.2
45	Cc1ccc(-c2ccc(C3=CC(=O)CC(C)(C)C3=O)cc2)cc1	0.0	-8	2	-0.4	2	-3	6	-10	98	0.3
46	COc1ccc(CCNC(=O)c2cc3c(=O)n4ccccc4nc3n(CCCN3CCOCC3)c2=N)cc1	-0.5	1	5	-0.5	-1	0	11	24	95	0.9
47	N#Cc1ccc(CSc2nnc(-c3c[nH]c4ccccc34)n2-c2ccccc2)cc1	0.3	96*	4	3.7	0	-8	16	2	105	2.2
48	O=C(C[C@@H]1C/C=C\C[C@@H](Cc2ccc(F)cc2)C(=O)OC[C@@H](Cc2ccccc2)NC1=O)N[C@H](CO)Cc1ccccc1	-1.7	-8	10	-2.4	3	-4	-12	-2	98	0.6
49	Cc1cc(Br)ccc1NC(=O)CNC(=O)c1ccc(-n2cncn2)c([N+](=O)[O-])c1	-0.1	0	2	-2.5	0	1	-7	-4	98	0.1
50	Cc1c(Cl)cccc1NC(=O)CN1CCN(CCN=CC2=C(O)CC(c3ccccc3)CC2=O)CC1 (stereo not drawn)	-0.9	1	23	0.2	0	0	-2	7	91	0.6
51	CC[C@@]1(C(=O)OC)N[C@H](CN(C)S(=O)(=O)c2ccc(C(C)(C)C)cc2)[C@@H]2C(=O)N(Cc3ccccc3)C(=O)[C@@H]21	3.5	0	-1	0.6	6	-3	0	1	96	0.2
52	COc1cc(CC(=O)OCC(=O)NC2CCCCC2C)cc(OC)c1OC (stereo not drawn)	-1.8	-5	2	-0.8	6	2	3	7	100	0.0

Hits appear at their usual frequency. About 4.5% of those tested had a hit in this group.
